# Source: PubChem BioAssay (National Center for Advancing Translational Sciences (NCATS))
# Rab9 promoter act: qHTS Assay for Rab9 Promoter Activators; 2.8% of 320,000 active; Potency, µM (doses to about 9.22 µM), without a hit: top-dose activation, negative = inhibition, actives largely listed as activators; Huh7 Rab9 promoter-luciferase reporter, luminescence, 24 h; note: potency is the fitted concentration of half-maximal effect; % of control where 0% means no effect; nearly all actives have a fitted effect of over 60% in size
#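 Luminescence from Amplite-detected luciferase (10 minutes, ambient) reports Rab9 promoter activation. Before that, stable Rab9-luciferase Huh7 cells (1500/well, reduced-serum OP-MEM I plus 10% FBS) were exposed to compound for 24 hours at 37C.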
# NPC1 promoter act: qHTS Assay for NPC1 Promoter Activators. Huh7 NPC1 promoter luciferase reporter, 24 h. Potency, µM (titrated, usually from 9.22 µM), without a hit: at the top dose activation, hits mostly activators. 2.4% of 320,000 active. AID 485313, 2010;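 note: potency is the fitted concentration of half-maximal effect; % of control where 0% means no effect; nearly all actives have a fitted effect of over 60% in size; reporter is driven by a mutant NPC1 promoter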
#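 In 1536-well qHTS, Huh7 cells harboring an NPC1 promoter–luciferase construct received compound for 24 h; activation was quantified by luminescence following luciferase reagent addition.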
# Coupling enz: qHTS Assay for Inhibitors of Fructose-1,6-bisphosphate Aldolase from Giardia Lamblia: Coupling assay counterscreen | coupling enzyme system counterscreen, AmpLite Red fluorescence | activity change, negative = inhibition, % at 58.2 µM, hits read low | 0.67% of 290,000 active | AID 2472, 2010; in the data active = activity change below about -30%; note: % is set by controls: 0 for no effect and ±100 for the full control effect
#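 Counterscreen of the coupled detection system alone, without aldolase: glyceraldehyde-3-phosphate coupling enzymes plus AmpLite Red readout. Compounds at 57.5 uM final, 10 min RT preincubation, 20 min RT reaction, fluorescence 525/598 nm.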
# FLuc counter: qHTS profiling assay for firefly luciferase inhibitor/activator using purifed enzyme and Km concentrations of substrates (counterscreen for miR-21 project); Luciferin 4-monooxygenase (Photinus pyralis), P08659; purified FLuc, Km substrates, luminescence inhibition; Potency, µM (doses to about 57.5 µM), for the others: at the highest dose activity change, negative = inhibition, actives largely listed as inhibitors; 6.9% of 360,000 active;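 note: potency is the fitted concentration of half-maximal effect; plate controls were vehicle for no effect and reference inhibitor for full effect; nearly all actives have a fitted effect of over 55% in size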
# Target sequence (P08659 whole entry, looked up): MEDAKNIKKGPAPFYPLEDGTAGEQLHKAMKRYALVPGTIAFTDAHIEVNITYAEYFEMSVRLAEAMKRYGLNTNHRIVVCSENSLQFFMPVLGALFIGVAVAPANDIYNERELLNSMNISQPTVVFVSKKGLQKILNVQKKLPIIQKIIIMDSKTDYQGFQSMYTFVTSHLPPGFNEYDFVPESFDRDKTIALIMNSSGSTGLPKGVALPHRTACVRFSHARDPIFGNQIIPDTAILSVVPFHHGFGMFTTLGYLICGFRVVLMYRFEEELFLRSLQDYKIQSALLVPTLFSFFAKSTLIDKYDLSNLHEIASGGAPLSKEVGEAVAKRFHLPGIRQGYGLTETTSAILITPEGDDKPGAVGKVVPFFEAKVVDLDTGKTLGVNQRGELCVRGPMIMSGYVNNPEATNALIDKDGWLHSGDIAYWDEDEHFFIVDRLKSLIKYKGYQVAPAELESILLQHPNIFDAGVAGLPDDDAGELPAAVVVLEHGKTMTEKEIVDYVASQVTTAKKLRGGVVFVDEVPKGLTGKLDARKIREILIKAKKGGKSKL
#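 Purified P. pyralis luciferase (10nM final) with 10uM D-luciferin and 10uM ATP (Km levels) in 50mM Tris acetate pH 7.5, 10mM Mg acetate, 0.01% Tween-20, 0.05% BSA; qHTS 6-point titration, ~60 µM downward; luminescence read.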
# uPA surface inh: qHTS for Inhibitors of Cell Surface uPA Generation; cell surface uPA generation assay, qHTS; Potency, µM (series often up to 38.3 µM), for the others: top-dose activity change, negative = inhibition, actives largely listed as inhibitors; 0.31% of 330,000 active; AID 540303, 2011; active = well fitted inhibition curve with a large enough effect; inconclusive = small, poorly fitted or top-dose-only effect; inactive = no such curve, though single readings can be large or run the other way; tested in mouse RAW 264.7 cells; note: potency is the fitted concentration of half-maximal effect; % is set by controls: 0 for no effect and ±100 for the full control effect; nearly all actives have a fitted effect of over 55% in size
# Tb PFK inh: qHTS Assay to Find Inhibitors of T. brucei phosphofructokinase; 0.17% of 330,000 active; ATP-dependent 6-phosphofructokinase (Trypanosoma brucei brucei), O15648; AID 485367, 2010; T. brucei PFK, ADP-Glo luminescence; Potency, µM (titrated, usually from 57.5 µM), for inactives: top-dose activity, negative = inhibition, hits mostly inhibitors;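 note: potency is the fitted concentration of half-maximal effect; 0% = uninhibited 1x PFK enzyme wells and -100% = no-enzyme wells; nearly all actives have a fitted effect of over 60% in size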
# Target sequence (O15648 whole entry, looked up): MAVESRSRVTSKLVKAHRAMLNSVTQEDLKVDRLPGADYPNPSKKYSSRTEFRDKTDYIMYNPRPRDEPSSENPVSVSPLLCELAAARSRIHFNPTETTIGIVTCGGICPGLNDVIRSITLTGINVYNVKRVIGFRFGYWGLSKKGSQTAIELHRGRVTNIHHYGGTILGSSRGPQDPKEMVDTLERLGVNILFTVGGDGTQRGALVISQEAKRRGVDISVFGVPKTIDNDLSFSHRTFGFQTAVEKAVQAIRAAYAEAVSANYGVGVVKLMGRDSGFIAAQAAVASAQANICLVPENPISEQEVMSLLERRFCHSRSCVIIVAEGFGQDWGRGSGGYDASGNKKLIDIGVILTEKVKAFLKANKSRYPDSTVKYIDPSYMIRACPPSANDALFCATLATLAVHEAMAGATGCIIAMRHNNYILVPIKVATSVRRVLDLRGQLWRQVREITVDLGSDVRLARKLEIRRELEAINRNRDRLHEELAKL
#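 1.25 nM PFK with 0.5 mM F6P and 0.1 mM ATP in 0.1 M TEA pH 8.0, 5 mM MgCl2, incubated 45 min at room temperature; ADP measured by ADP-Glo luminescence; compounds titrated up to 57 uM.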
# RORgamma inh: qHTS for inhibitors of ROR gamma transcriptional activity. 5.4% of 310,000 active. Drosophila S2 Gal4-RORgamma UAS-luciferase reporter, 20 h. Potency, µM (series often up to 53.6 µM), inactives show at the top dose activity change, negative = inhibition, hits mostly inhibitors. AID 2551, 2010. Nuclear receptor ROR-gamma (Mus musculus), P51450; note: potency is the fitted concentration of half-maximal effect; % is set by controls: 0 for no effect and ±100 for the full control effect; nearly all actives have a fitted effect of over 60% in size
#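 ROR gamma transcriptional activity was tracked as Gal4-UAS luciferase output in stably transfected Drosophila Schneider cells, with compound added 1 hr before 700 uM copper sulfate induction and a 20 hr ambient-temperature incubation.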
# Gal4-VP16 FLuc: VP16 counterscreen qHTS for inhibitors of ROR gamma transcriptional activity; Potency, µM (titrated, usually from 53.6 µM), for inactives: at the top dose activity, negative = inhibition, actives largely listed as inhibitors; AID 2546, 2010; Drosophila S2 Gal4-VP16 UAS-luciferase, luminescence, 20 h; 3.5% of 310,000 active;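 note: Gal4-VP16 expression switched on by copper sulfate through the metallothionein promoter; potency is the fitted concentration of half-maximal effect; % is set by controls: 0 for no effect and ±100 for the full control effect; nearly all actives have a fitted effect of over 50% in size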
# Giardia kill: Small Molecules that selectively kill Giardia lamblia: qHTS | Giardia lamblia trophozoite viability | activity change, % at 7.66 µM, hits read low | 0.15% of 340,000 active | AID 540267, 2011; in the data active = activity change below about -80%; inconclusive = between about -30% and that limit;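 note: parasites exposed to compound for two days anaerobically before the ATP read; % is set by controls: 0 for no effect and ±100 for the full control effect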
#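 Compounds were tested on trophozoites seeded at 100 cells/well and held 48 hrs at 37 deg C anaerobically. An ATP-based luminescent kit measured the remaining live cells.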
# KCNH2 3.1 inh: qHTS for Inhibitors of KCHN2 3.1: Mutant qHTS | Potassium voltage-gated channel subfamily H member 2, brain isoform KCNH2 3.1 (human) | U2OS KCNH2 3.1, thallium flux FluxOr; stronger effect = lower value | activity change, % (tested at about 1.8 µM) | 0.95% of 340,000 active;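 active = maximum activity change below -70%; inconclusive = maximum activity change from -70% to -50%; inactive = maximum activity change above -50%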;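 note: thallium influx rate constant from kinetic fluorescence after stimulation buffer; % is set by controls: 0 for no effect and ±100 for the full control effect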
#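 Thallium flux via FluxOr fluorescence (Red40 quencher, 45 min loading) in U2OS cells virally expressing the KCNH2 3.1 isoform (1.77 x 10^8 /mL virus, overnight at 37 C). Rate constants from 2-min kinetic reads post-stimulation, normalised to positive and negative controls.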
# ELG1 genotox: qHTS screen for small molecules that induce genotoxicity in human embryonic kidney (HEK293T) cells expressing luciferase-tagged ELG1. HEK293T ELG1-luciferase reporter, luminescence, 16 h. Potency, µM (doses to about 46 µM), without a hit: at the highest dose activity change, positive = activation, actives largely listed as activators. 1.3% of 330,000 active; note: potency is the fitted concentration of half-maximal effect; % of control where 0% means no effect; nearly all actives have a fitted effect of over 60% in size
#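 Cells (2,000/well) expressing the ELG1-luciferase fusion are dosed by pin tool and kept 16 hr at 37 °C, 5% CO2. Signal comes from ONE-Glo luciferase reagent after 30 min at room temperature.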
# The depositor's hits bear a star; ? = inconclusive; nt = not tested or not shown; & = joins results of further samples; [ ] = remark or other dose. Unless noted, calls come from the whole dose curve; as a rule, active = well fitted curve in the direction sought with a large enough effect; inconclusive = small, poorly fitted or top-dose-only effect, or another doubt; inactive = no such curve, though single readings can be large; an effect the other way counts as inactive or inconclusive.
SMILES,Rab9 promoter act,NPC1 promoter act,Coupling enz,FLuc counter,uPA surface inh,Tb PFK inh,RORgamma inh,Gal4-VP16 FLuc,Giardia kill,KCNH2 3.1 inh,ELG1 genotox
CCCc1nc(SCC(=O)Nc2nccs2)c2ccccc2n1,-2%,0%,-5,-1%,-1%,-4%,1%,-2%,?,0,-10%
CCn1cc(C(=O)N(C)c2ccccc2F)c2cc(OC)c(OC)cc2c1=O,-6%,1%,-2,1%,-3%,-6%,10%,-5%,-1,20,0%
O=C1OCCN1S(=O)(=O)Nc1ccccc1,1%,2%,2,3%,5%,11%,15%,-3%,8,4,1%
CC(=O)Nc1nonc1-c1nc2ccccc2n1Cc1nnc(C)o1,0%,-2%,1,1%,nt,-3%,-23%,-5%,3,8,5%
O=C(c1ccco1)N1CCN(C(c2ccc(F)cc2)c2nnnn2CC2CCCO2)CC1 (centres undefined),15%,0%,2,0%,-2%,-4%,-8%,6%,-24,-34,0%
COc1ccc(NC(=S)N2CCN(S(=O)(=O)c3ccc(OC)cc3)CC2)cc1,-3%,-4%,nt,4%,0%,-6%,5%,-6%,4,12,-1%
CC(C)C(=O)Nc1ccc(N2CCCC2)cc1,10%,10%,-32*,-11%,8%,-5%,-24%,2%,0,0,-1%
FC(F)(F)c1nc2ccccc2n2c(-c3ccc(Cl)cc3)nnc12,-53%[inhibitor],-39%[inhibitor],7,1%,-10%,-2%,27%,-11%,3,5,-12%
COc1ccc(Cn2cnc3c(NS(C)(=O)=O)c(C)c(C)cc32)cc1,-3%,-4%,0,-1%,-2%,0%,?,-12%,-2,-11,-2%
C=CCSc1nnc2n(-c3ccccc3OC)c(=O)c3c4c(sc3n12)CCC4,-9%,4%,-5,3%,-3%,0%,-35%,-3%,19,0,0%
C#CCOCCOCCOCCNc1nc(N2CCN(C(=O)[C@H]([C@@H](C)CC)n3cc([C@@H](N)CO)nn3)CC2)nc(N2CCN(C(=O)[C@H]([C@@H](C)CC)n3cc([C@@H](N)Cc4ccc(O)cc4)nn3)CC2)n1,-1%,1%,1,-1%,-6%,-3%,1%,-2%,14,6,3%
COc1ccc(CCNC(=O)c2ccc3c(c2)N(Cc2ccc(F)cc2)CCS3)cc1OC,-1%,-1%,-5,1%&-11%,-4%,-3%,-8%,3%,2,4,-10%
Nc1ccc(-c2nnn(CC(=O)N3CCCCC3)n2)cc1,2%,-1%,0,4%,-2%,1%,9%[1.91 µM],21%,5,11,-4%
CC(C)[C@H](NC(N)=O)C(=O)Nc1ccc2c(c1)CCC2,-14%,0%,1,3%,3%,0%,-10%,2%,-7,11,5%
CC(=O)c1ccc(NC(=O)[C@@]2(CC(=O)O)CC(/C=C/c3ccccc3)=NO2)cc1,4%,-1%,14,1%,3%,23%,-3%,-5%,-23,-9,3%
O=C(c1ccc(F)cc1F)N1CCCN(c2nc(-c3ccccc3)ns2)CC1,0%,0%,4,3%,20%,5%,25%,-3%,-13,16,-4%
O=C(COC(=O)c1ccc2ncsc2c1)NC(=O)c1ccccc1,1%,0%,-1,-14%,-8%,-3%,-39%,-7%,25,2,5%
COc1ccccc1CNC(=O)COC(=O)c1cc(-c2ccco2)nc2ccccc12,-2%,-1%,3,-19%,-1%,?,20%,4%,-3,1,1%
O=C(Nc1nc(-c2ccc(S(=O)(=O)N3CCOCC3)cc2)cs1)c1ccccc1,-20%,-22%,nt,-15%,-4%&-7%,-4%,14%,-10%,-19&-8,-13&-10,-10%
CCOc1cccc(CNc2ccc(O)cc2)c1OCc1ccc(Cl)cc1,-1%,-6%,-51*,2%,-1%,-2%,?,?,7,-6,0%
Cc1ccccc1-c1nnnn1C1CCS(=O)(=O)C1 (centres undefined),-10%,-4%,-1,-1%,7%,1%,2%,-5%,5,9,-1%
Cc1cc(C)cc(C(=O)N(C)C2CCCN(Cc3ccccc3F)C2)c1 (centres undefined),1%,1%,0,-2%,7%,-3%,2%,5%,-19,-4,-1%
CN(CC(=O)Nc1ccccc1Cl)C(=O)COC(=O)/C=C/c1ccccc1,-6%,-4%,nt,0%,2%,0%,nt,nt,-3,-9,1%
CCN(CC)C(=O)CSc1nc2c(sc(=S)n2-c2ccccc2OC)c(=O)n1-c1ccccc1,4%,-4%,-5,5%,0%,7%,?,6%,5,-6,-7%
O=C(c1ccc(OC2CCN(Cc3ccccc3C(F)(F)F)CC2)cc1)N1CCCCC1,-10%,-7%,nt,4%,-2%,nt,44%,?,8,5,-10%
CC(Cc1c[nH]c2ccccc12)NC(=O)C1CCCNC1=O (centres undefined),1%,6%,-1,-3%,5%,1%,0%,13%,-7,1,3%
O=C1Nc2ccccc2/C1=N\c1sc2c(c1C(=O)Nc1ccccc1)CCCC2,2%,-4%,3,-20%,2%,5%,-8%,3%,16,-8,1%
Cc1cc[n+](CC(=O)Nc2nc3ccccc3s2)cc1,-1%,1%,1,-15%,-1%,-1%,-5%,1%,-7,17,3%
O=C(CN1CCC(Cc2ccccc2)CC1)NC(=O)NCc1ccco1,0%,0%,1,1%,1%,1%,41%,-3%,8,-12,0%
Cc1ccc(CNC(=O)Nc2cccs2)cc1,?,?,0,12µM*,-4%,11%,-30%,0%,8,5,14%
C=CCSc1nn2c(=O)c3ccccc3nc2s1,3.2µM*,2.5µM*,5,13µM*,0%,5%,-13%,-2%,1,3,?
O=C(NC[C@@H]1CCCO1)c1cccc2c1C(=O)c1ccc(N3CCOCC3)cc1S2(=O)=O,nt,nt,nt,nt,7%,1%,nt,nt,?,-5,-3%
Cc1cc(Cl)c(S(=O)(=O)NC2CCCC2)cc1OCC(N)=O,7%,0%,nt,1%,16%,-1%,-9%,1%,-15,12,-1%
COc1cc([N+](=O)[O-])ccc1NC(=S)N1CCOCC1,-1%,-2%,-14,3%,9%,-1%,1%,-12%,-16,-8,0%
COc1ccc(C(CNC(=O)c2cc(F)c(F)c(F)c2F)N2CCOCC2)cc1 (centres undefined),-2%,0%,-1,-1%,-8%,0%,-21%,-26%,-22,-4,8%
S=C(Nc1ccc(Oc2ccccc2)cc1)Nc1cccnc1,-1%,3%,2,-19%,-5%,-6%,?,?,-16,26,-7%
O=C(Nc1c(F)cc(F)cc1Br)c1cc(-c2ccco2)on1,16%,3%,2,-6%,nt,0%,4%,26%,-8,1,2%
Cc1cc(-c2ccco2)n(-c2ccccc2)n1,2%,0%,-6,-6%,-3%,-9%,-10%,0%,0,8,-2%

# Record cards (already shown).
# O=C1OCCN1S(=O)(=O)Nc1ccccc1 is listed with Rab9 promoter act: 1%; NPC1 promoter act: 2%; Coupling enz: 2; FLuc counter: 3%; uPA surface inh: 5%; Tb PFK inh: 11%; RORgamma inh: 15%; Gal4-VP16 FLuc: -3%; Giardia kill: 8; KCNH2 3.1 inh: 4; ELG1 genotox: 1%
# O=C1Nc2ccccc2/C1=N\c1sc2c(c1C(=O)Nc1ccccc1)CCCC2 is listed with Rab9 promoter act: 2%; NPC1 promoter act: -4%; Coupling enz: 3; FLuc counter: -20%; uPA surface inh: 2%; Tb PFK inh: 5%; RORgamma inh: -8%; Gal4-VP16 FLuc: 3%; Giardia kill: 16; KCNH2 3.1 inh: -8; ELG1 genotox: 1%

# At a glance, part of the list above:
SMILES,Rab9 promoter act,NPC1 promoter act,Coupling enz,FLuc counter,uPA surface inh,Tb PFK inh,RORgamma inh,Gal4-VP16 FLuc,Giardia kill,KCNH2 3.1 inh,ELG1 genotox
O=C(c1ccc(OC2CCN(Cc3ccccc3C(F)(F)F)CC2)cc1)N1CCCCC1,-10%,-7%,nt,4%,-2%,nt,44%,?,8,5,-10%
CC(Cc1c[nH]c2ccccc12)NC(=O)C1CCCNC1=O (centres undefined),1%,6%,-1,-3%,5%,1%,0%,13%,-7,1,3%
